Screening results (PubChem BioAssay)
STK33 inh: inhibitors of human STK33 kinase | purified STK33, MBP phosphorylation, ADP-Glo luminescence | 320,000 compounds, 0.073% hits | Q9BYT3 | AID 2661 | inhibition, % at 10 µM;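 active means inhibition at or above 25%, using the most active replicate where run in duplicate; inactive means inhibition below 25%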
Target sequence (Q9BYT3 whole entry, looked up): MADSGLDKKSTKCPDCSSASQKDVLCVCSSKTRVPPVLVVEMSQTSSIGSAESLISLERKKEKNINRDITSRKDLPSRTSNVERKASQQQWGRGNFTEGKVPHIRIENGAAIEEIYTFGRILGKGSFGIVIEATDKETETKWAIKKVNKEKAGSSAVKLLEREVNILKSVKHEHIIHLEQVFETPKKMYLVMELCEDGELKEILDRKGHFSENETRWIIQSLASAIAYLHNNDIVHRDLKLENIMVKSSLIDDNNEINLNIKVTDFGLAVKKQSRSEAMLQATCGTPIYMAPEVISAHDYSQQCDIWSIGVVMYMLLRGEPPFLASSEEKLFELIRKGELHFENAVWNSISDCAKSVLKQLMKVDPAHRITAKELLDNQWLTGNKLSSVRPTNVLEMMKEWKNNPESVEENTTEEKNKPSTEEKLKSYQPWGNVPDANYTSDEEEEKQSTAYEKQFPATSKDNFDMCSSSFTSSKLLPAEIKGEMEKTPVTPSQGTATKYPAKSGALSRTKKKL
Kir21 block: blocks the mouse Kir2.1 inward-rectifier potassium channel. P35561. HEK293-Kir2.1, FluxOR thallium flux fluorescence; stronger effect = lower value. B-score at 10 µM. 310,000 compounds, 0.85% hits;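 active means fluorescence ratio B-score at or below minus 3 SD of library scores, with starting-brightness B-score within 2 SD, cut at about -4.2 in these data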;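 further: channel flux triggered by added potassium and thallium sulfate stimulus; B-score of peak minus minimum fluorescence over baseline after thallium stimulus; more negative B-score means stronger Kir2.1 block with less thallium influx; some compounds called inactive have numbers as strong as hits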
Target sequence (P35561 whole entry, looked up): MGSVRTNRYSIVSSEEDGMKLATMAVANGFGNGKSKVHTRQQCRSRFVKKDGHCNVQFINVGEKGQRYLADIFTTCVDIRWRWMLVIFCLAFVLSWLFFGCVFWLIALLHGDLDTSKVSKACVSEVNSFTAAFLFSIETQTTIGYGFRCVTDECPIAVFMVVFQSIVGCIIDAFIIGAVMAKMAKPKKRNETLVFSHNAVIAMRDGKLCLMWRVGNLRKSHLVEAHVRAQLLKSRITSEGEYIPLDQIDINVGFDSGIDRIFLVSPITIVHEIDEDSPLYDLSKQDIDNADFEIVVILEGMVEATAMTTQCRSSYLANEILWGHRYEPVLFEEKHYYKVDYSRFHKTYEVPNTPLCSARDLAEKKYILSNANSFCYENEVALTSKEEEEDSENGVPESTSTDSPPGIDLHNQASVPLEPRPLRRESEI
Active calls of the source: *; / = no result given.

cpd	STK33 inh	Kir21 block	compound
1	-2.3	-1.2	Cc1c(N2C(=O)/C(=C3\C(=O)N(CC(=O)O)c4ccccc43)SC2=S)c(=O)n(-c2ccccc2)n1C
2	-2.9	-0.01	O=C(Cc1ccc(Cl)c(Cl)c1)Nc1ccccc1N1CCOCC1
3	/	-0.04	Cc1ccc(C(C#N)N2CCOCC2)cc1 (stereo not given)
4	-1.4	0.25	Cc1cc(S(=O)(=O)NCc2ccco2)c(C)s1
5	-0.6	0.15	Nc1nc(-c2cccnc2)nn1S(=O)(=O)c1ccccc1
6	5.8	0.63	COc1ccc(NC(=O)CN2CCN(c3ccccc3)CC2)cc1
7	1.4	-0.39	CCC(=O)N1CCc2cc(S(=O)(=O)N3CCc4ccccc4C3)ccc21
8	-1.4	0	Cc1ccc(NC(=O)C(C)Sc2nc(-c3ccccc3)cc(=O)[nH]2)cc1 (stereo not given)
9	-0.2	-0.18	Cc1nnc(C)c2c(C)n(-c3ccc(Cl)c(N)c3)c(C)c12
10	0.0	/	CCOc1ccccc1OCCCC(=O)N1CCN(S(=O)(=O)c2ccc(Cl)cc2)CC1
11	-1.0	0.16	COc1ccccc1-c1c(-c2ccc(O)cc2O)n[nH]c1C(F)(F)F
12	-0.7	-0.38	CC(C)(C)NC(=O)Cn1nnc(-c2ccc(OCc3c(F)cccc3Cl)cc2)n1
13	-0.6	-0.05	O=C1C(Cc2ccccc2)Nc2ncnc(N3CCOCC3)c2N1Cc1ccc(Cl)cc1 (stereo not given)
14	-0.3	-1.9	CCCCNC(=O)c1cc2c(=O)n3cccc(C)c3nc2n(Cc2ccncc2)c1=N
15	-0.4	0.77	COc1ccc(/C=N/NC(=O)c2cccnc2)cc1CN1CCCc2ccccc21
16	-2.3	0.05	CCN(C(=O)COC(=O)c1n[nH]c2ccccc12)C1CCS(=O)(=O)C1 (stereo not given)
17	-0.4	0.01	COc1ccc(NC(=O)C2=C(C)NC(=O)NC2c2cccs2)c(OC)c1 (stereo not given)
18	-0.6	1.1	CCn1c(Cc2ccccc2)nnc1SCC(=O)Nc1cc(C)on1
19	-0.7	0.25	C=C(C)CN1CCN(S(=O)(=O)c2ccc(C)c(N(C)S(=O)(=O)c3ccc(C)cc3)c2C)CC1
20	-2.4	-0.01	C#Cc1ccc(CN2CCC(C(=O)Nc3ccc(Oc4ccccc4)nc3)CC2)cc1
21	-1.0	0.11	CN(C)c1ccc(-n2cccc2)cc1
22	-1.7	0.16	Cc1ccccc1C(=O)NNC(=O)CCC(=O)Nc1cccc(Cl)c1C
23	-0.2	1.1	O=C(/C=C/c1ccc([N+](=O)[O-])cc1)NCc1cccnc1
24	-1.5	0.19	COc1cc(OC)cc(-n2c3nc4ccccc4nc3c3c(=O)n(CC4CCCO4)cnc32)c1 (stereo not given)
25	1.0	-1.1	Cc1ccccc1-n1nc(C)c2cc(C(=O)N3CCN(S(=O)(=O)c4ccc(F)cc4)CC3)sc21
26	-0.3	1.2	CCOc1ccccc1-n1c(SCC(=O)N2CCCC2)nnc1-c1ccc(O)cc1
27	0.0	0.01	CC(=O)NC(CC(=O)N(C)Cc1c(F)cccc1Cl)c1ccccc1 (stereo not given)
28	-0.7	1.7	COCCNC(=O)C(c1ccc(C)cc1)N(C(=O)CCC(=O)Nc1ccccn1)c1ccc(F)cc1 (stereo not given)
29	-1.3	-1.1	O=C(Cn1cnc2ccccc2c1=O)N1CCc2ccccc2C1
30	-0.9	-1.3	CCc1ccccc1NC(=O)[C@@H]1CCC(=O)N1C1OC(=O)c2ccccc21 (stereo not given in full)
31	-0.3	1.6	COc1cccc(C2=CC(=O)CCC2)c1OC
32	-0.9	0.1	CN1C(=O)c2ccc(NC(=O)c3ccc(Cl)cc3Cl)cc2C1=O
33	0.8	1.1	O=C(O)CC/C(=N/NC(=O)c1ccc(-c2ccccc2)cc1)c1ccccc1
34	-1.2	-0.11	CC(=O)Nc1ccccc1NC(=O)c1ccccc1-c1ccccc1
35	-0.5	-1.8	CNC(=O)C12CC3CC(CC(Cl)(C3)C1)C2
36	1.1	0.03	COc1cccc(/C=C/C(=O)OCC(=O)N2c3ccccc3NC(=O)C2(C)C)c1
37	-1.1	-2.1	CC(C)Cc1nc(N2CCN(C(=O)C(C)C)CC2)c(C#N)c2c1CCC2
38	4.6	0.28	CCOC(=O)CSc1ccc2nnc(-c3cccs3)n2n1
39	-0.5	-0.27	Oc1ccc(CN2CCN(c3ncccn3)CC2)cc1
40	0.9	/	C#CCOCCOCCOCCNc1nc(N2CCN(C(=O)[C@H](CCCN=C(N)N)n3cc(C(N)[C@@H](C)CC)nn3)CC2)nc(N2CCN(C(=O)[C@H](CC(N)=O)n3cc([C@@H](N)CC(N)=O)nn3)CC2)n1 (stereo not given in full)
41	-0.5	0.06	CC(Oc1ccccc1)C(=O)Nc1ccc(S(=O)(=O)Nc2nccs2)cc1 (stereo not given)
42	0.9	-1.2	COc1ccc(/C=C/C(=O)c2ccc(NS(=O)(=O)c3ccc(C)cc3)cc2)cc1O
43	-3.3	0.97	CCC(=O)c1c[nH]c(C(=O)NCc2cccs2)c1
44	-1.7	1.7	COc1ccc(NC(=O)CSc2ccc3nnc(-c4ccccn4)n3n2)cc1
45	-0.8	0.09	Cc1cccc(Oc2ccccc2NC(=O)CN2C(=O)NC3(CCCC3)C2=O)c1
46	/	-0.86	O=C(CSc1nnc2ccc(-c3ccncc3)nn12)Nc1ccc(F)cc1
47	0.2	-4.5*	CN1CCN(NC(=O)c2cc(-c3ccc(Cl)s3)nc3ccccc23)CC1
48	-0.4	-0.92	O=C(Nc1ccc2nc(-c3ccccn3)c(-c3ccccn3)nc2c1)N1CCOCC1
49	0.1	-1.1	COC(=O)C1CCN(C(c2ccc(OC)c(OC)c2)c2sc3nc(C)nn3c2O)CC1 (stereo not given)
50	-1.6	-0.45	C/C=C/C(=O)OCC(=O)Nc1cccc(Br)c1
51	-5.4	-0.44	Cc1ccc(C(=O)CSc2cc(C)nc(SCC(=O)c3ccccc3)n2)cc1
52	-3.3	-0.01	CS(=O)(=O)Nc1ccc(-c2nnc3n2CCCCC3)cc1
53	-1.7	0.74	COc1ccc(S(=O)(=O)N2CCC(C(=O)Nc3ccccc3N3CCCC3)CC2)cc1OC
54	-1.5	-1.2	O=[N+]([O-])c1ccc(F)cc1OCc1cccc(S(=O)(=O)N2CCOCC2)c1
55	-1.8	1.3	Cc1nc2ccccn2c1C(=O)N/N=C/c1ccc(CNC(=O)C(=O)Nc2ccccc2)o1
56	-1.1	/	Cc1c(NC(=O)c2cc(S(=O)(=O)N3CCCCC3)ccc2Cl)c(=O)n(-c2ccccc2)n1C

(further entries)
cpd	STK33 inh	Kir21 block	compound
57	/	0.23	CCc1nn(C(CC)C(=O)NCC(C)c2ccccc2)c(=O)c2cc3occc3n12 (stereo not given)
58	-0.7	1.6	CC(O)CNc1nc2ccccc2n1CC(=O)NCC(F)(F)F (stereo not given)
59	-1.9	-1.6	Cc1ccc(NC(=O)CCSCCC(=O)Nc2ccc(C)c(C)c2)cc1C
60	0.9	-1.2	CCOc1cc(C2C(C(=O)c3ccc(C)cc3)=C(C(=O)OC)Nc3nnnn32)ccc1O (stereo not given)
61	0.9	-0.16	Cc1cccc(N2CCN(CC(=O)N(C)Cc3ccccc3)CC2C)c1 (stereo not given)
62	-0.8	-0.96	O=c1[nH]nc(Cc2ccc(-c3ccccc3Cl)o2)c2ccccc12
63	/	0.37	O=[N+]([O-])c1ccc(N/N=C/c2sc(N3CCOCC3)nc2-c2ccccc2)c(S(=O)(=O)Nc2ccc(Cl)cc2)c1
64	-0.6	-0.28	O=C(COc1ccc(S(=O)(=O)N2CCCCC2)cc1)Nc1ccccc1F
65	-1.4	-0.59	Cc1ccc(C)c(N2CCN(C(=S)Nc3ccc4nc(N5CCN(C)CC5)cc(C)c4c3)CC2)c1
66	-1.9	-0.11	NC1=NCC(O)=C1c1nc2ccccc2[nH]1
67	-2.7	/	COC(=O)c1ccccc1NC(=O)c1ccc(COc2ccccc2)o1
68	0.2	-0.78	CC1CN(C(=O)c2ccccc2)C(=Nc2cccc(S(=O)(=O)N(C)C)c2)S1 (stereo not given)
69	-0.9	3.4	CCn1cc(C2=NC(c3ccccc3)CO2)c2ccccc21 (stereo not given)
70	-0.6	0.61	CCOC(=O)c1cc(-c2ccccc2)sc1NC(=O)c1cc(OC)c(OC)c(OC)c1
71	0.9	-1.3	CCc1ccc(NC(=S)N2CCNC(=O)C2CC(=O)OC)cc1 (stereo not given)
72	0.0	/	Cc1noc(C)c1S(=O)(=O)Nc1ccc2c(c1)C(=O)N([C@H](C)CO)C[C@@H](C)[C@@H](CN(C)Cc1ccc3c(c1)OCO3)O2
73	1.2	2	CCN(CC)S(=O)(=O)c1cccc2cc(C(=O)O)c(O)cc12
74	-1.0	0.78	O=C(NCc1ccccn1)Nc1cccc(F)c1
75	1.2	1.4	CNC(=S)N(CCc1c(C)[nH]c2ccccc12)Cc1cccnc1
76	-0.3	-0.11	Cc1csc(NC(=O)c2cc(=O)[nH]c3ccc(S(=O)(=O)N4CCOCC4)cc23)n1
77	1.1	/	CC(C)(C)N(Cc1ccccc1)C(=O)COC(=O)c1ccc(Br)o1
78	0.6	1.6	Nn1c(COc2cccc(Br)c2)nnc1SCC(=O)N1CCc2ccccc2C1
79	0.2	1.6	O=C(COc1ccc2c3c(c(=O)oc2c1)CCC3)N1CCCCC1
80	-0.7	2.2	Cc1ccc(/C=C2\SC(=S)N(c3cccnc3)C2=O)cc1
81	-1.2	0.14	Cc1cccc(C)c1NC(=O)C1CCCN1C(=O)OC(C)(C)C (stereo not given)
82	-2.3	1.8	CC(NC(=O)C12CC3CC(C)(CC(C)(C3)C1)C2)c1ccncc1 (stereo not given)
83	-0.2	-0.27	CCCCN1CNC(=S)N(CCc2ccc(OCC)c(OCC)c2)C1
84	-0.8	-1.2	Cn1cccc1C(=O)OCC(=O)Nc1ccc2c(c1)OCO2
85	1.6	0.05	COc1cc(/C=C(/C#N)C(=O)Nc2ccc(C)cc2)ccc1Oc1nc(Cl)ncc1F
86	-0.3	3.4	COc1ccc(OCc2cnc(Cl)s2)cc1
87	-1.2	0.25	Cc1ccccc1NC(=O)CCC(=O)OCC(=O)c1cccc([N+](=O)[O-])c1
88	-0.3	-0.83	CC(=O)Nc1ccc(NC(=O)CS(=O)(=O)c2cn(CC(=O)N3CCCC3)c3ccccc23)cc1
89	1.4	0.96	CC(C)(C)Cc1nnc(NC(=O)CCC2CCCCC2)s1
90	-0.6	0.68	COCCN(C(=O)CSCC(=O)Nc1cccc(C)c1)c1c(N)n(Cc2ccccc2)c(=O)[nH]c1=O
91	-3.6	-1.3	CON(c1nc(Cl)nc(N(C)C)n1)S(=O)(=O)c1ccccc1Cl
92	-1.4	1.3	O=C(NNC(=O)NC1CCCCC1)NC1CCCCC1
93	-1.2	0.4	Cc1ccc(N(C)S(=O)(=O)c2ccc(-c3ccc(=O)[nH]n3)s2)cc1C
94	1.7	0.16	c1coc(-c2nnc3sc(C4CCCCC4)nn23)c1
95	-1.0	0.42	Cc1nn(-c2ccccc2)c(C)c1/C=C/C(=O)OC(C)C(N)=O (stereo not given)
96	-2.1	-0.07	CC[n+]1ccc2cc(OC)c(OC)cc2c1Cc1ccc(OC)c(OC)c1
97	14	-2	CN1CCN(c2ccccc2NC(=O)c2ccc(Br)o2)CC1
98	1.7	0.03	CCc1nnc(NS(=O)(=O)c2ccc(NC(=S)NC(=O)c3cccs3)cc2)s1
99	-0.7	1.4	CCCC(=O)NC(=S)Nc1ccc(NC(=O)c2cccs2)cc1
100	-0.7	-0.04	COc1ccc(C2(c3ccc(OC)cc3)NC(=O)N(CC(=O)NCC(F)(F)F)C2=O)cc1
101	-1.7	1.2	Cc1ccc(C(C)n2cc(C(=O)NCc3ccncc3)nn2)cc1 (stereo not given)
102	0.7	1.5	COc1ccc(-n2c(SCC(=O)NCCCN3CCCC3=O)nnc2C(C)N2CCCCC2)cc1 (stereo not given)
103	-0.5	0.3	COc1ccc(C(=O)N2CCN(c3ccccn3)CC2)cc1[N+](=O)[O-]
104	1.7	-0.02	O=[N+]([O-])c1ccccc1/C=N/N1CCN(c2ccncc2S(=O)(=O)N2CCCCC2)CC1
105	-0.9	-0.41	Cc1cc(C)nc(/N=C(\N)Nc2ccc(C)c([N+](=O)[O-])c2)n1
106	-0.7	-0.02	COc1ccc(-n2c(SCC(=O)Nc3ccc(C(N)=O)cc3)nc3ccccc3c2=O)cc1OC
107	-1.4	-1.6	O=C(OC(C(=O)NC1CCCC1)c1ccccc1F)c1ccco1 (stereo not given)
